Screens from PubChem.
CHT PAM: human CHT allosteric activation; 0.49% of 310,000 active; Q9GZV3; AID 488977; B-score at 10 µM; CHT-expressing cells, membrane potential dye, choline EC20; active compounds read high; LV-AA mutant CHT in HEK293 cells;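 active means initial fluorescence not abnormally high and integrated response B-score, plate-corrected, over 3 SD above library mean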
Target sequence (Q9GZV3 whole entry, looked up): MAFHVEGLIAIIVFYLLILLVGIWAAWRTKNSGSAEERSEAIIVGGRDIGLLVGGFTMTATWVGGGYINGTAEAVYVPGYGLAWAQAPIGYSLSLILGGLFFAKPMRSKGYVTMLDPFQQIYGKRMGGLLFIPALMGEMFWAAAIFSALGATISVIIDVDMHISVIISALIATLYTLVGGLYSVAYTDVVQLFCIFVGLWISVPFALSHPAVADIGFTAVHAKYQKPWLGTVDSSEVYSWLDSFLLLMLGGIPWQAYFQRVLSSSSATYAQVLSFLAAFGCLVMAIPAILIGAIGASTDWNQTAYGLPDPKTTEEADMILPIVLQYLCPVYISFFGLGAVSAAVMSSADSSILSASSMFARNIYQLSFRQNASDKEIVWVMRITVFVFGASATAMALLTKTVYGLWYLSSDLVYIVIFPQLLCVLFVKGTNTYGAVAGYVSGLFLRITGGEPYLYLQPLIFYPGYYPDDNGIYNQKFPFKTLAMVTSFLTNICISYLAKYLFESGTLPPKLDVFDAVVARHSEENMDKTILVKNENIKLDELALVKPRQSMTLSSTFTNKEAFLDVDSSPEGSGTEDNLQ
STK33 inh: inhibitors of human STK33 kinase. Q9BYT3. purified STK33, MBP phosphorylation, ADP-Glo luminescence. inhibition, % at 10 µM. 0.073% of 320,000 active;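 active means inhibition at or above 25%, using the most active replicate where run in duplicate; inactive means inhibition below 25%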
Target sequence (Q9BYT3 whole entry, looked up): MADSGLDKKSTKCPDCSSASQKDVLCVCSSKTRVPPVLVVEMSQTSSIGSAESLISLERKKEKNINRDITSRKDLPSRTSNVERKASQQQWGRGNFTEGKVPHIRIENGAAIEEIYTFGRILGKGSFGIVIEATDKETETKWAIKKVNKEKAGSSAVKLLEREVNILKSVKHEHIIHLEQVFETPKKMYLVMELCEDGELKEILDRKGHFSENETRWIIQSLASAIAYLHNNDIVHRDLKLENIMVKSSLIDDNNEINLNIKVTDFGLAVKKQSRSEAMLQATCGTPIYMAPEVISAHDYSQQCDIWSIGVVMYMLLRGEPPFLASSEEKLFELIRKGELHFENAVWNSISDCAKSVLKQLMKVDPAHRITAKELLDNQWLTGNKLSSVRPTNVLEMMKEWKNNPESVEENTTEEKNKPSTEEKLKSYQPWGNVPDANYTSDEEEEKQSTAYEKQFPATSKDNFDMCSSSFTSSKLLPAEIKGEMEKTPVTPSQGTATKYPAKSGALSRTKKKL
CHT block: inhibitors of human choline transporter CHT; CHT-expressing cells, membrane potential dye, choline response; active compounds read low; 0.86% of 310,000 active; B-score at 10 µM;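 active means B-score over 3 SD under the library average, and starting fluorescence ratio not unusually high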;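 further: choline stimulus applied at its EC90 after an EC20 pre-addition; B-score computed on integrated fluorescence ratio after choline addition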
* marks the source's active call; other numbers are inactive results; i = inactive; · = no result given.

canonical_smiles,CHT PAM,STK33 inh,CHT block
O=C(Nc1ccc(F)cc1)Nc1cccc(Br)c1,i,-1.0,i
Cc1cc(C)c(C#N)c(N)n1,i,-1.6,-8.6*
c1cc(CNc2ccc(N3CCOCC3)cc2)ccn1,i,-0.5,i
COc1ccccc1CC(=O)Nc1cccc2ccccc12,i,0.3,i
CCC(=O)Nc1nc(-c2ccc3c(c2)CC(C)N3S(C)(=O)=O)cs1 (stereo not drawn),i,-0.8,i
CCOc1ccc(-c2noc(CCC(=O)NCCc3ccccc3)n2)cc1OC,i,-0.8,i
COc1ccc2nc(NC(=O)CCN3C(=S)NC(C)(C)CC3C)sc2c1 (stereo not drawn),i,-1.7,i
CCn1c2ccccc2c2cc(NC(=O)c3cccc([N+](=O)[O-])c3)ccc21,i,-0.4,i
Cc1cc(C)c(CN2CCC(n3nccc3NC(=O)C3CCOC3)CC2)cc1C (stereo not drawn),i,0.7,i
CSc1ccc(CN2CCN(CCC(C)C)C(CCO)C2)cc1 (stereo not drawn),i,-1.3,i
COc1cc(/C=C(\NC(=O)c2ccccc2)C(=O)Nc2cccc(O)c2)c([N+](=O)[O-])cc1OC,i,0.8,i
CN1CCN(c2nc(C(N)=O)cc(-c3ccccc3)n2)CC1,i,-2.1,i
COc1ccc(CNC(=O)C(=O)NC2CC(C)(C)NC(C)(C)C2)cc1,i,-0.4,i
Cc1sc(N/N=C/c2ccco2)nc1-c1ccccc1,i,-0.4,i
CCCN(CCC)c1ccc(/C=C/c2ccc3cc(OCC)ccc3n2)cc1,i,-2.4,i
Cc1ccc(C)c2c(N)c3c(nc12)CCCCC3 (tested in a mixture with another compound),i,-0.1,i
Cc1cccc(-n2c(=O)c3c(C)c(C)sc3n(CC(N)=O)c2=O)c1,i,0.3,i
CCOC(=O)C1=NOC(COc2ccccc2C=O)C1 (stereo not drawn),i,0.1,i
COc1ccc(C(=O)NCCS(=O)(=O)N(C)C2CCCCC2)cc1,i,-0.3,i
O=C(NCC1CCC(C(=O)O)CC1)c1cccnc1 (stereo not drawn),i,-0.4,i
Cc1ccc(-c2nnc(NC(=O)c3c(F)cccc3Cl)s2)cc1,i,-0.6,i
CC(C)C[C@H](NC(=O)[C@@H](O)[C@H](N)Cc1ccccc1)C(=O)O,i,-0.9,i
O=C(O)CNC(=O)c1ccc(NC(=O)/C(=C/c2ccccc2)NC(=O)c2ccccc2)cc1,i,-0.8,i
CCOC(=O)/C=c1\s/c(=C(\C#N)C(=O)OCC)n(-c2ccccc2)c1=O,i,-1.6,i
COc1cc(/C=N/NC(=O)c2cccnc2)ccc1OC(=O)c1ccc2c(c1)OCO2,i,0.0,i
CCOC(=O)c1cccc(S(=O)(=O)N(CCO)Cc2cc3cc(OC)c(OC)cc3[nH]c2=O)c1,i,-3.2,i
COc1ccc(C(=O)Nc2ccc(-c3ccc(NC(=O)c4ccc(OC)cc4)c(OC)c3)cc2OC)cc1,i,0.7,i
CCOc1ccccc1C1C(C(N)=O)=C(C)Nc2nc(-c3ccccc3Cl)nn21 (stereo not drawn),i,-0.7,i
O=C(Cn1nnc(-c2ccc(CN3CCOCC3)cc2)n1)N(c1ccccc1)c1ccccc1,i,-1.5,i
COc1ccc([N+](=O)[O-])cc1NC(=O)Cc1noc2ccccc12,i,-1.3,i
CN=C1CC(C)(C)CC(=O)/C1=C(/O)CCC(=O)NC,i,0.1,i
CCN1C(=O)C2C(C1=O)N1C(c3ccccc3)C3C(=O)N(CC)C(=O)C3N1C2c1ccccc1 (stereo not drawn),i,-1.1,i
O=C(Nc1ccc(N2CCN(Cc3ccccc3)CC2)cc1)c1cccnc1,i,0.2,i
O=C1NCCCCC1NC1CC(=O)N(c2ccccc2)C1=O (stereo not drawn),i,-0.7,i
CC1=NN(c2ccccc2)C(=O)/C1=C/C=C/c1ccccc1,i,0.7,i
COc1ccc(C2=C(C)C(N3CCN(C(=O)c4ccco4)CC3)=NS2(=O)=O)cc1,i,0.8,i
CC(CCc1ccco1)NC(=O)Cn1nc(Cc2ccncc2)c2ccccc2c1=O (stereo not drawn),i,-0.8,i
Cc1c(OCC(=O)N2CCN(c3ccccc3)CC2)ccc2c3c(c(=O)oc12)CCCC3,i,0.5,i
O=[N+]([O-])c1cc(C(F)(F)F)cc([N+](=O)[O-])c1NCCNC(=S)Nc1cccc(F)c1,i,-1.2,i
CC(C)N(c1ccccc1)c1ccc(NC(=O)COC(=O)CCN2C(=O)c3cccc([N+](=O)[O-])c3C2=O)cc1,i,-1.6,i

Pulled by compound from above (six):
canonical_smiles,CHT PAM,STK33 inh,CHT block
O=C(O)CNC(=O)c1ccc(NC(=O)/C(=C/c2ccccc2)NC(=O)c2ccccc2)cc1,i,-0.8,i
CCOC(=O)c1cccc(S(=O)(=O)N(CCO)Cc2cc3cc(OC)c(OC)cc3[nH]c2=O)c1,i,-3.2,i
COc1ccc([N+](=O)[O-])cc1NC(=O)Cc1noc2ccccc12,i,-1.3,i
O=C(Nc1ccc(N2CCN(Cc3ccccc3)CC2)cc1)c1cccnc1,i,0.2,i
CC(CCc1ccco1)NC(=O)Cn1nc(Cc2ccncc2)c2ccccc2c1=O (stereo not drawn),i,-0.8,i
CCN1C(=O)C2C(C1=O)N1C(c3ccccc3)C3C(=O)N(CC)C(=O)C3N1C2c1ccccc1 (stereo not drawn),i,-1.1,i

Next compounds.
canonical_smiles,CHT PAM,STK33 inh,CHT block
O=C1C2C(c3ccccc3)CC=CC2[C@H](c2ccoc2)N1Cc1ccccc1 (stereo partly drawn),i,-0.5,i
COc1ccc(-c2n[nH]c(=S)n2-c2ccc(C)cc2C)cc1,i,0.0,i
CCOc1cc(N2CCOCC2)c(OCC)cc1NC(=O)[C@H](C)N1C(=O)C2CC=CCC2C1=O (stereo partly drawn),i,-1.2,i
COc1ccc(C2N(c3cc(Cl)ccc3OC)C(=O)C3CCCN32)cc1 (stereo not drawn),i,-1.1,i
CCOC(=O)c1cnc2c(Cl)cccc2c1NCCN1CCOCC1,i,-1.6,-5.8*
COc1ccc(-c2c3c(=O)n(C)c(=O)n(C)c3cn2N2CCOCC2)cc1,i,-0.6,i
COCc1cc(=O)n2[nH]cc(-c3ccsc3)c2n1,i,-0.3,i
CC1(C)CC(=O)C2=C(C1)OC(N)=C([N+](=O)[O-])C2c1cccs1 (stereo not drawn),i,-0.2,i
Cc1nc2cc(O)ccc2n1C,i,-4.1,i
Cc1ccc(CCNc2ccccc2)c[n+]1[O-],i,-1.3,i
COc1ccccc1C(=O)N=C1SC2CS(=O)(=O)CC2N1c1ccccc1 (stereo not drawn),i,-2.6,i
CCOc1ccc(N/C=C/C(=O)c2ccccc2)cc1,i,-1.4,i
COc1ccc(NC(=O)CSc2nc(C)cs2)cc1,i,-0.4,i
O=c1cc(O)sc2ccccc12,i,1.3,i
COc1ccccc1C1=NOC(C)(c2nnc(Cc3ccccc3)o2)C1 (stereo not drawn),i,-0.7,i
COC(=O)CCCC(=O)NC1CC(C)(C)Cc2c1cnn2-c1ccc(C)cc1 (stereo not drawn),i,-0.8,i
CC(C)=C(NC(=O)c1ccccc1)C(N)=O,i,0.0,i
O=C(Nc1nnc(-c2cccnc2)o1)c1cccc([N+](=O)[O-])c1,i,-1.8,i
COc1ccccc1C(=O)N/C(=C/c1ccc2c(c1)OCO2)C(=O)Nc1cccc(C(=O)O)c1,i,0.3,i
N#CCSc1nc2ccccc2c(=O)n1CCCC(=O)NCC1CCCO1 (stereo not drawn),i,-1.9,i

Additional results follow:
Results follow in this order: CHT PAM | STK33 inh | CHT block
Cc1nn(Cc2ccc(C(=O)n3cccn3)o2)c(C)c1Br
    i | 0.5 | i
CC(OC(=O)c1ccc(S(=O)(=O)NCc2ccco2)cc1)C(=O)Nc1ncc(Cl)cc1Cl (stereo not drawn)
    i | 0.0 | i
CCOc1cc(C(=O)NC(C)C2CCCO2)cc(OCC)c1OCC (stereo not drawn)
    i | -0.9 | i
O=c1nc(-c2ccccc2)cc(-c2ccccc2)[nH]1
    i | 0.4 | i
Cc1nc(SCC(=O)NCc2ccco2)c2c3c(sc2n1)CCCC3
    i | -0.6 | i
Cc1ccc(CCN2CC(C(=O)NC3CCCC3)CC2=O)cc1 (stereo not drawn)
    i | 0.0 | i
CCC(=O)c1c(OCc2ccccc2)ccc2c(C)cc(=O)oc12
    i | -0.8 | i
O=C(Cc1ccc(F)cc1)Nc1nc(-c2ccc(F)c(F)c2)cs1
    i | -1.9 | i
O=C(O)c1ccccc1OCCN1CCCC1=O
    i | -4.6 | i
CCOC(=O)CC1=NN(c2ccccc2)C(=O)C1
    i | -2.8 | i
CC1=C(C#N)C(c2ccc(O)cc2)C(C#N)=C(C)N1
    i | -0.6 | i
Clc1ccc(OCc2nnnn2-c2ccccc2)cc1
    i | -2.2 | i
Brc1ccccc1C1=Nn2c(nnc2-c2ccccc2)SC1
    i | 0.2 | i
C=COCCNC(=O)C(=O)NCC(C)C
    i | -1.6 | i
CCN(Cc1ccccc1)C(=O)C1CCN(Cc2ccc(OC)c(OC)c2OC)CC1
    i | -0.9 | i
NNC(=O)CN1CCCc2ccccc21
    i | 1.6 | i
O=c1c2cnn(-c3ccccc3)c2nnn1/N=C/c1cccnc1
    i | -1.7 | i
CC(=O)NCCn1c(C)cc2ccccc21
    i | 0.6 | i
CCOc1ccc(OCC)c(NC(=O)C2CCN(c3ncccn3)CC2)c1
    i | -1.1 | i
Cc1cc(C)n(CCC(=O)N2c3ccccc3CC2C)n1 (stereo not drawn)
    i | -0.7 | i
CC(=O)Nc1nc(C)c(S(N)(=O)=O)s1
    i | -1.3 | i
CCOC(=O)N1CCN(c2cc(=O)n(C3CCCCC3)c(=O)[nH]2)CC1
    i | 0.2 | i
Cc1ccc(Cl)cc1NC(=O)C1CC(=O)N(C(C)C)C1 (stereo not drawn)
    i | 1.7 | i
O=C(N/N=C/c1cccs1)c1cc(-c2ccc(Cl)s2)[nH]n1
    i | 0.3 | i
CCCC(=O)N(c1ccc(OCC)cc1)S(=O)(=O)c1ccc2c3c(cccc13)C(=O)N2C
    i | -0.3 | i
O=C1CSC(c2cccnc2)N1CCc1ccccn1 (stereo not drawn)
    i | 2.6 | i
COc1ccc2c(c1OC)CN(C)CCc1cc3c(cc1C(=O)C2)OCO3
    i | 0.4 | i
Cc1ccc(C(C(=O)NCc2ccco2)N(C(=O)CNC(=O)c2cccs2)c2c(C)cccc2C)cc1 (stereo not drawn)
    i | 5.2 | i
Nc1ccc(Nc2nc(-c3ccncc3)cs2)cc1
    i | 2.5 | i
Cn1c(SCc2nc3ccccc3[nH]2)nnc1-c1cccnc1
    i | -1.1 | i
COc1ccc(-n2c(N)c(C#N)c3ccc([N+](=O)[O-])cc3c2=O)cc1
    i | -1.3 | i
Cc1cc(C)c(-c2csc(NC(=O)c3cc([N+](=O)[O-])ccc3N3CCOCC3)n2)c(C)c1
    i | -1.6 | i
C/C(Sc1nnc(Cc2ccccc2)o1)=C(/O)c1ccccc1
    i | -0.6 | i
CCOc1ccc(NC(=O)CN(C)C(=O)c2ccc3[nH]c4c(c3c2)CC(C)CC4)cc1OCC (stereo not drawn)
    i | -1.5 | i
OCc1nc(CO)n(Cc2ccccc2)n1
    i | -2.4 | i
Cc1ccc(CNC(=O)C2CC(c3cccc(F)c3)=NO2)cc1 (stereo not drawn)
    i | -0.5 | i
Cc1ccccc1NC(=O)Cn1cnc2c(oc3nc4c(cc32)CCCC4)c1=O
    i | -0.9 | i
Cc1c(N=Cc2c(O)n(C)c(=O)c3ccccc23)c(=O)n(-c2ccccc2)n1C
    i | -0.6 | i
CC1(c2ccccc2)NC(=O)N(CC(=O)Nc2cccc(C#N)c2)C1=O (stereo not drawn)
    i | -1.6 | i
Cc1ccc(S(=O)(=O)Nc2cccc(Cl)c2)cc1NC(=O)c1cccnc1
    i | · | i

Record cards (already shown). Screens in order: CHT PAM	STK33 inh	CHT block
Cn1c(SCc2nc3ccccc3[nH]2)nnc1-c1cccnc1 reads i	-1.1	i
Cc1c(N=Cc2c(O)n(C)c(=O)c3ccccc23)c(=O)n(-c2ccccc2)n1C reads i	-0.6	i
O=C(N/N=C/c1cccs1)c1cc(-c2ccc(Cl)s2)[nH]n1 reads i	0.3	i

(listing goes on)
Results follow in this order: CHT PAM | STK33 inh | CHT block
CCOc1ccc(NC(=O)CN2CCN(CC(=O)Nc3ccc(C(N)=O)cc3)CC2)cc1
    i | -1.0 | i
CCOc1cc(S(=O)(=O)N2CCCC2)ccc1Cl
    i | -1.1 | i
CCC(=O)N1CCc2cc(Br)cc(S(=O)(=O)CC(=O)OC)c21
    i | -1.2 | i
O=C(NC1CCCCC1)C(=O)c1c[nH]c2ccccc12
    i | -3.9 | i
NC(=O)NC(=O)COC(=O)CC12CC3CC(CC(C3)C1)C2
    i | -1.5 | i
N#Cc1cn(-c2ccccc2)nc1-c1cc2ccccc2oc1=O
    i | 5.5 | i
CCOC(=O)COc1ccc2c(=O)cc(-c3ccccc3)oc2c1
    i | 0.9 | i
O=C(Cc1ccccc1)NCC(=O)OCc1ccc([N+](=O)[O-])cc1
    i | 2.2 | i
COC(=O)C1=C(C)NC(C)=C(C(=O)OC)C1c1ccc(-c2cccc(Cl)c2Cl)o1
    i | -1.2 | i
CC1CCC(NC(=O)CN2CCC(n3nnc4cc(F)ccc43)CC2)CC1 (stereo not drawn)
    i | 0.4 | i
COCCNC(=O)C(c1cccnc1)N(Cc1ccccc1)C(=O)Cn1nnc2ccccc21 (stereo not drawn)
    i | -3.2 | i
COc1ccc(Br)cc1C(=O)NC(=S)Nc1ccc(CN2CCOCC2)cc1
    i | -2.4 | i
COc1ccc(C(=O)c2ccc([N+](=O)[O-])cc2Cl)cc1
    i | -0.1 | i
